# DNA FID counter: displaces DNA intercalator in HCV helicase counter-screen | DNA fluorescent intercalator displacement, fluorescence | inhibition, % at 7.9 µM | hit rate 0.17% among 290,000; in the data active = inhibition above about 37%;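 note: 0% = vehicle and 100% = reference compound; higher means more ethidium bromide displaced from hairpin DNA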
# NS3 helicase inh: HCV NS3 helicase inhibition | inhibition, % at 10.9 µM | hit rate 0.56% among 290,000 | NS3 helicase DNA unwinding, Cy5 molecular beacon fluorescence | AID 1800;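 active = inhibition above the mean of all tested compounds plus 3 SD, set per campaign, cut at about 35% in these data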;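 note: 0% = DMSO wells and 100% = thioflavine S control wells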
#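 System: Hepatitis C virus NS3 helicase domain fragment enzyme | Reagent: Annealed dual-labelled DNA beacon duplex, ATP-started | Compound dosing: 10.9 µM single point, 0.8% DMSO | Incubation: 1 h reaction at 25 °C, ATP-initiated | Technique: Cy5 fluorescence | Evaluation: Percent inhibition from t60/t0 fluorescence ratio | Benchmarks: Low DMSO, high thioflavine S at 110 µM | Replication: Singlicate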
# SUMO HTRF inh: blocks human SUMOylation mediated by UBC9 | P63279 | HTRF SUMOylation assay, SAE1/SAE2 + UBC9, in vitro | inhibition, % at 35 µM | hit rate 0.36% among 290,000 | AID 2006; in the data active = inhibition above about 50%, passing the limit was not always enough; note: strong numbers were not always called active
# IDE inh: cellular human IDE inhibition | P14735 | HEK cells, FAbetaB cleavage, fluorescence polarization | inhibition, % at 5.59 µM | hit rate 0.41% among 320,000 | AID 434962;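 active = percent inhibition above the average of all tested compounds plus 3 SD, set per screening campaign, cut at about 16% in these data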;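 note: IDE supplied by intact live HEK cells; FP after avidin binding of uncleaved biotin substrate so inhibition keeps polarization high; 0% = DMSO wells and 100% = 60 µM reference IDE inhibitor Ii1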
# IDE act: boosts human insulin-degrading enzyme activity in HEK cells; P14735; FAbeta-B cleavage, fluorescence polarization; 0% vehicle, 100% cell-free pure enzyme wells; activation, % at 5.96 µM; hit rate 0.073% among 340,000;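 active = activation above the mean of all tested compounds plus 3 SD, set per screening campaign, cut at about 17% in these data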
# IMP-1 inhibitor: inhibitors of Pseudomonas aeruginosa IMP-1 metallo-beta-lactamase. AID 1556. hit rate 0.45% among 290,000. inhibition, % at 5.6 µM. purified IMP-1, nitrocefin hydrolysis, epi-absorbance fluorescence;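 active = inhibition above the mean plus 3 SD of all compounds in the same screening run, cut at about 4.5% in these data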;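 note: 0% = IMP-1 with DMSO and 100% = DMSO wells lacking enzyme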
#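 Test system: recombinant IMP-1 enzyme, purified / Medium: HEPES buffer pH 7.1 with ZnSO4 and Brij 35 / Doses: single dose, 5.6 µM / Times: 25 °C, 15 min preincubation, 25 min reaction / Detection: Epi-absorbance via hydrolysed-nitrocefin quenching of white-plate fluorescence, 480/530 nm, EDTA stop / Evaluation: percent inhibition from optical density relative to buffer-blank wells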
# PfM18AAP inh: PfM18AAP enzyme inhibition; recombinant PfM18AAP, H-Glu-NHMec fluorogenic cleavage; inhibition, % at 7.35 µM; hit rate 1.2% among 290,000; AID 1822;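 active = inhibition above the campaign mean inhibition over all tested compounds plus 3 SD, cut at about 28% in these data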;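 note: 0% = plate median of test compound wells and 100% = 2 mM ZnCl2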
# VIM-2 inhibitor: blocks Pseudomonas aeruginosa VIM-2 metallo-beta-lactamase. purified VIM-2, nitrocefin hydrolysis, epi-absorbance fluorescence. inhibition, % at 5.6 µM. hit rate 0.89% among 290,000. AID 1527;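 active = inhibition above the mean of all tested compounds plus 3 SD, cutoff set per screening run, cut at about 7.5% in these data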;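 note: red hydrolysis product quenches plate fluorescence so inhibitors raise well fluorescence; 0% = enzyme with DMSO and 100% = DMSO without enzyme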
# pCIP destab: compounds decreasing mouse p/CIP protein stability; Q05BA5; F442A p/CIP-EGFP cells, EGFP fluorescence, 16 h; decrease of EGFP signal, % at 10 µM; hit rate 0.01% among 290,000; AID 1984;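 active = EGFP signal decrease of at least 30% at 10 µM or well 3 SD below plate mean, unless failing retest; inactive = the rest, including hits failing retest or dose response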; note: some compounds called inactive have numbers as strong as hits; many of its hits are not listed in these tables
# Target sequence (Q05BA5 1-1403): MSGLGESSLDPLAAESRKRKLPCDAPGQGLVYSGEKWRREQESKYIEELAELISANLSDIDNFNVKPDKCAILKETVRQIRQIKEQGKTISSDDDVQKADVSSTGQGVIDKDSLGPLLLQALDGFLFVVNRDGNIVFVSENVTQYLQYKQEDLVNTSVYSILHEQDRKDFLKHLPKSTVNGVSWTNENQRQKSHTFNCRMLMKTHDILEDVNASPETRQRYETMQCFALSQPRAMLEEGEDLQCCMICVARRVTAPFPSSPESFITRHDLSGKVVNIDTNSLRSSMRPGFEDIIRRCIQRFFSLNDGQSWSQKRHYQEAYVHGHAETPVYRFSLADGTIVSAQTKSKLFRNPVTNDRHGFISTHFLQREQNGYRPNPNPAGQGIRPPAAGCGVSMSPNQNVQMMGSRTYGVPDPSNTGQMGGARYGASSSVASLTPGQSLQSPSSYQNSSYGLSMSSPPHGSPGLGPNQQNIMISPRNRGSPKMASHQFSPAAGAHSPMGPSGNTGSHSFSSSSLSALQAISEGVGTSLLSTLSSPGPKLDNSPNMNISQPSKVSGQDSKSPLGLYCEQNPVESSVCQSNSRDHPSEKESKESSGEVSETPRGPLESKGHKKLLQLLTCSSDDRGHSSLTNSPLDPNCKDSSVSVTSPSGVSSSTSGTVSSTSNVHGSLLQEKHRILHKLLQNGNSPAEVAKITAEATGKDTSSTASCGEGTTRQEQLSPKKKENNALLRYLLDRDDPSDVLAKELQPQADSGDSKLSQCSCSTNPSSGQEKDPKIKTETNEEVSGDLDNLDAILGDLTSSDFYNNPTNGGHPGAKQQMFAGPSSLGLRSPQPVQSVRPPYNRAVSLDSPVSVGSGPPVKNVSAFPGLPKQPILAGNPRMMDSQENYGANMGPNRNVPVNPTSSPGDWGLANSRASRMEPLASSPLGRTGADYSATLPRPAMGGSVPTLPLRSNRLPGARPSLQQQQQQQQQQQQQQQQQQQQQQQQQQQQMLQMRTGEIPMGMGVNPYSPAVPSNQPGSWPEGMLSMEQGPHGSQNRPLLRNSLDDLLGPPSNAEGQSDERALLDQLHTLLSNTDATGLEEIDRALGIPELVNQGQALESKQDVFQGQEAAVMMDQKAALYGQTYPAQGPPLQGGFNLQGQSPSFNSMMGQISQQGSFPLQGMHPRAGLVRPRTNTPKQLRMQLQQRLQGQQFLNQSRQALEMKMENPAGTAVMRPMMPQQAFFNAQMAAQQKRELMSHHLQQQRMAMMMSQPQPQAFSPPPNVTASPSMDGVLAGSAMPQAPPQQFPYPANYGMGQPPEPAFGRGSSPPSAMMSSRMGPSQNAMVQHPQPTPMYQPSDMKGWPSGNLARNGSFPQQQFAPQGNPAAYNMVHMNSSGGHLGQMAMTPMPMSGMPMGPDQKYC
# The depositor's hits bear a star; · = no result given; & = joins results of further samples; ! = not confirmed by another sample.
SMILES,DNA FID counter,NS3 helicase inh,SUMO HTRF inh,IDE inh,IDE act,IMP-1 inhibitor,PfM18AAP inh,VIM-2 inhibitor,pCIP destab
Cc1ccc(NC(=O)c2ccc(S(=O)(=O)NCc3ccco3)cc2)cc1,-7,-4,-8,4,4,0.1,-3,-3.1,-12
CCc1nc2ccccc2n1CC(=O)N1CCN(S(=O)(=O)c2cccc(C(F)(F)F)c2)CC1,-8,-7,-22,5,2,-2.0,-4,-0.4,7
O=C(O)c1ccc(Nc2ccc([N+](=O)[O-])c3nonc23)cc1,5,19,-11,·,7,-5.9,13,-5.1,-9
COCCN(C(=O)CNC(=O)c1ccco1)C(C(=O)NC1CCCC1)c1ccc(OC)cc1 (stereo unspecified),-37,44*,3,3,-4,-3.4,6,-3.1,1
CC(=O)Nc1ccc(SCC(=O)N(CCC#N)c2ccc(C)cc2)cc1,-20,-4,14,3,4,-3.7,4,-2.5,2
Cc1cccnc1NC(=O)c1nn(C)c2c1CS(=O)(=O)c1ccccc1-2,-10,2,6,2,4,-2.1,-1,-2.4,-1
CC(C)CNC(=O)c1nn(Cc2ccccc2)c(=O)c2ccccc12,-29,-2,1,1,-1,-1.1,-1,0.0,-4
O=C(/C=C/c1cccnc1)c1ccc([N+](=O)[O-])cc1,5,-12,4,4,-1,-3.9,32*,-2.1,6
CSC1=NC2(CCCCC2)C2=C(CCCC2)N1,1,-23,-11,1,4,-3.4,9,-5.5,5
Cc1cc(Nc2cccc(Cl)c2)nc(NCc2ccccc2)n1,31,-78,-27,0,5,-4.5,6,-3.5,-9
O=C(COc1ccc(Br)cc1Cl)NC(=O)Nc1ccc2c(c1)OCCO2,-4,2,26,3,1,-0.3,-11,0.7,-8
COc1ccc(C)cc1NC(=O)CSc1nc2ccccc2nc1N1CCCCC1,-23,-4,-12,1,0,-2.8,0,-3.7,16
CC(=O)C1=C(C)N(Cc2ccccc2)C(=O)N[C@H]1c1cccc(C(F)(F)F)c1,-29,2,16,0,0,1.1,3,-2.8,2
Oc1ccc(N2CCN(c3ncnc4sc5c(c34)CCC5)CC2)cc1,-18,9,36,4,-1,-3.8,39*,1.0,-18
C=CCN1C(=O)C2(OCCCO2)c2cc(Cl)ccc21,-4,-7,6,2,-2,-2.9,-2,-1.2,-7
CCOC(=O)c1ccccc1CN1C(=O)c2ccccc2S1(=O)=O,-21,-6,15,-1,6,-2.1,7,-1.6,-26
Cc1ccc(S(=O)(=O)NC2=NCN(CCOC(=O)c3ccc([N+](=O)[O-])cc3)CN2)cc1,0,-3,-14,6,8,-1.0,-2,-3.4,5
O=C(Nc1ccccc1O)c1ccc(NC(=O)C2CC2)cc1,-4,-1,9,5,-3,-3.1,2,-2.9,1
O=C(N/N=C/c1cccc(OC(=O)c2cccc(Br)c2)c1)c1cccnc1,-32,-12,1,·,-2,-2.6,1,-3.5,-12
CCOC(=O)C1CCCN(C2CC(=O)N(c3ccc(C(C)C)cc3)C2=O)C1 (stereo unspecified),-32,-3,18,7,-1,-2.3,0,0.9,2

# Some of the entries so far, with two lines to a compound.
# Second line of a record – DNA FID counter | NS3 helicase inh | SUMO HTRF inh | IDE inh | IDE act | IMP-1 inhibitor | PfM18AAP inh | VIM-2 inhibitor | pCIP destab
- O=C(N/N=C/c1cccc(OC(=O)c2cccc(Br)c2)c1)c1cccnc1
  -32 | -12 | 1 | · | -2 | -2.6 | 1 | -3.5 | -12
- CCOC(=O)C1CCCN(C2CC(=O)N(c3ccc(C(C)C)cc3)C2=O)C1 (stereo unspecified)
  -32 | -3 | 18 | 7 | -1 | -2.3 | 0 | 0.9 | 2

# Records above shown as hits in NS3 helicase inh.
Compound | NS3 helicase inh | SUMO HTRF inh | IDE inh | IDE act | IMP-1 inhibitor | PfM18AAP inh | VIM-2 inhibitor | pCIP destab
COCCN(C(=O)CNC(=O)c1ccco1)C(C(=O)NC1CCCC1)c1ccc(OC)cc1 (stereo unspecified) | 44* | 3 | 3 | -4 | -3.4 | 6 | -3.1 | 1

# Record cards, as listed above. Order of screens: DNA FID counter, NS3 helicase inh, SUMO HTRF inh, IDE inh, IDE act, IMP-1 inhibitor, PfM18AAP inh, VIM-2 inhibitor, pCIP destab
# Record of CC(C)CNC(=O)c1nn(Cc2ccccc2)c(=O)c2ccccc12 → -29, -2, 1, 1, -1, -1.1, -1, 0.0, -4
# Record of O=C(COc1ccc(Br)cc1Cl)NC(=O)Nc1ccc2c(c1)OCCO2 → -4, 2, 26, 3, 1, -0.3, -11, 0.7, -8

# (continued)
SMILES,DNA FID counter,NS3 helicase inh,SUMO HTRF inh,IDE inh,IDE act,IMP-1 inhibitor,PfM18AAP inh,VIM-2 inhibitor,pCIP destab
Cc1ccc(OCC(=O)Nc2ccc(S(=O)(=O)Nc3ccccn3)cc2)cc1C,-15,-1,2,4,8,-2.3,-3,-2.1,-2
O=C(Cc1cc(=O)[nH][nH]1)N/N=C/c1c(Cl)cccc1Cl,-16&-17,23&20,-14&-4,9&9,3&2,7.5*!,3&7,1.8&3.4,-10&-3
Fc1cccc(C2CCCCN2Cc2nc(C3CC3)no2)c1 (stereo unspecified),-3,-1,9,6,0,-2.3,-2,-2.0,-4
CC1CC(C)CN(C(=O)CSc2nnc(-c3ccco3)o2)C1 (stereo unspecified),-32,2,11,1,-5,-3.1,-4,-1.7,-11
COc1ccccc1NS(=O)(=O)c1cc(NC(=O)c2cc(=O)[nH]c3ccccc23)ccc1N1CCOCC1,-11,-17,-22,-3,2,-2.1,3,-1.5,-10
Cc1ccc2c(c1)C(=O)c1ccccc1CS2=O (stereo unspecified),-5,5,-5,9,2,-2.8,1,-1.2,-4
Clc1ccc2oc(SCc3cccnc3)nc2c1,-18,-2,16,5,-5,-1.2,-11,0.7,2
CC(=O)c1c(C)[nH]c(C(=O)OCC(=O)N(C)C)c1C,-4,8,-4,-4,1,-0.4,0,-0.6,-7
CO/N=C(/C(=O)N[C@@H]1C(=O)N2C(C(=O)O)=CCS[C@H]12)c1cnc(N)s1,-2,14,11,-4,·,-0.3,18,-0.4,5
Cc1ccccc1CSc1nnc(-c2ccccn2)n1N,-7,17,20,1,3,-2.4,-29,-3.4,-5
O=C(CN1C(=O)CSc2ccc(S(=O)(=O)N3CCCCC3)cc21)NCc1cccnc1,-9,-2,19,0,2,-1.0,-3,-3.0,1
CCC(C)[C@H](NC(=O)NCc1cccc(OC)c1)C(=O)O (stereo partly specified),3,-7,4,-3,3,-1.4,3,-0.8,-1
CCOC(=O)c1cnc(SCC(=O)Nc2nnc(CC)s2)nc1N,-2,0,7,3,-1,-2.4,2,0.3,-12
CCOc1nc(Nc2ccccc2)nc(OCC)n1,-7,-15,13,3,3,-2.6,-9,2.6,-9
C=C(C)COc1ccc(-c2n[nH]c(C)c2-c2ccccc2)c(O)c1,-6,-8,-20,-3,5,0.6,2,-1.1,0
CN(C)c1ccc(P(=O)(OCc2ccccc2)C(O)c2ccccc2)cc1 (stereo unspecified),-37,-1,14,4,4,-3.6,3,-3.7,-17
CC(C)C(=O)Nc1c(-c2ccccc2)c(=O)c2ccccc2n1C,-10,4,14,-3,1,-2.5,4,-1.7,-4
COc1cc(C=O)ccc1OCc1c(C)noc1C,-9,7,-1,1,2,-3.7,-13,-3.2,-12
O=C(C[n+]1ccc(-c2nnc3n2CCC3)cc1)c1ccc(Cl)c(Cl)c1,6,-6,3,2,-3,-2.1,0,-2.6,-11
O=C(Nc1ccncc1)Nc1cc(Cl)ccc1Cl,24,-11,-5,·,6,-3.1,0,-1.4,-20

# Grouped by structure: the entries above containing a CF3 group
SMILES,DNA FID counter,NS3 helicase inh,SUMO HTRF inh,IDE inh,IDE act,IMP-1 inhibitor,PfM18AAP inh,VIM-2 inhibitor,pCIP destab
CCc1nc2ccccc2n1CC(=O)N1CCN(S(=O)(=O)c2cccc(C(F)(F)F)c2)CC1,-8,-7,-22,5,2,-2.0,-4,-0.4,7
CC(=O)C1=C(C)N(Cc2ccccc2)C(=O)N[C@H]1c1cccc(C(F)(F)F)c1,-29,2,16,0,0,1.1,3,-2.8,2

# Going on with the list.
SMILES,DNA FID counter,NS3 helicase inh,SUMO HTRF inh,IDE inh,IDE act,IMP-1 inhibitor,PfM18AAP inh,VIM-2 inhibitor,pCIP destab
CC(=O)c1c(NC(=O)c2ccccc2)[nH]c(-c2ccccc2)nc1=S,-8,-4,4,5,1,-2.3,0,-2.6,-5
NC(=O)COC(=O)/C=C/c1ccc2ccccc2n1,-4,4,-1,7,4,0.0,0,0.8,0
COc1ccc(C(=O)COc2ncnc3cc(Cl)ccc23)cc1,-18,4,8,3,-1,-2.6,-11,-3.3,-16
COc1cc(/C=N/NC(=O)c2ccc(-c3ccccc3)cc2)cc(OC)c1OC,-15,6,1,21*,-20,-1.9,2,-3.2,3
CCOC(=O)c1cnc2ccc(C(=O)OC)cc2c1NCc1ccco1,2,0,16,·,·,-1.9,2,-3.6,1
N#C/C(=C\c1ccncc1)c1nc2c(s1)CCCC2,1,2,45,10,3,1.0,9,1.6,2
O=[N+]([O-])c1cc(S(=O)(=O)NC2=NCCCCC2)ccc1NCC1CCCCC1,-18,-2,9,6,0,-2.8,-1,-2.1,6
COc1cc(N2N=C(c3ccccc3)CC2c2ccccc2)c(C=O)cc1C=O (stereo unspecified),1,2,11,-4,5,-2.8,3,-0.6,-15
C=CCNC(=O)/C(=C\c1cccc([N+](=O)[O-])c1)NC(=O)c1ccccc1,3,-8,-8,2,3,-2.4,-8,-1.5,-1
Cc1cc(C)cc(NC(=O)CSc2nnc(-c3ccccc3Br)o2)c1,-12,-4,-5,9,3,-3.3,1,-0.2,-15
Cc1ccc(C(NC(=O)c2ccccc2S(C)(=O)=O)c2ccccc2)cc1 (stereo unspecified),-23,7,8,-2,3,-3.5,0,-4.5,0
COc1cccc(C(=O)NC2CCN(CC(=O)NCc3ccccc3OC)CC2)c1,-5,0,-4,0,7,-4.7,-5,-2.1,6
O=C(N/N=C/c1ccco1)c1cccc(NC(=O)c2ccccc2Cl)c1,-14,5,-4,3,-4,-3.3,2,-3.7,0
COCCNC(=O)Cn1c(=O)n(CCCCCC(=O)NCc2ccc3c(c2)OCO3)c(=O)c2sccc21,-20,3,6,5,·,-0.9,3,0.5,1
CSc1cccc(NC(=O)CSc2ccccc2)c1,-5,3,14,4,0,-3.0,-3,-1.4,-6
Cc1noc(C)c1C(=O)NC(C)c1ccc2c(c1)OCO2 (stereo unspecified),-1,3,9,-1,0,-1.7,4,-3.0,-9
S=C(NC1CC2CCC1C2)N1CCN(c2cccc(Cl)c2)CC1 (stereo unspecified),-4,-15,6,-6,3,-2.4,-15,-1.9,16
CCN1CCN(CCC(=O)Nc2cccc(OC)c2)CC1,3,-4,18,5,3,-0.2,-6,0.7,1
Cc1[nH]c2ccccc2c1/C=C(/C#N)C(=O)NC(C)C,0,-2,-2,-2,3,-1.7,3,-1.8,6
COc1ccc(N2CCN(S(=O)(=O)c3ccc4c(c3)NC(=O)C(C)C(=O)N4)CC2)cc1 (stereo unspecified),-22,8,11,2,-2,-2.5,16,0.1,-6

# Screening results as filed in PubChem.
